Bioassay records: PubChem, Sanford-Burnham Center for Chemical Genomics
Jurkat NFkB inh – inhibitors of induced NF-kB luciferase reporter, primary screen, TCR NF-kB activation inhibitor project, cell-based, luminescence, uHTS | Jurkat, PMA/ionomycin-induced NF-kB luciferase reporter | inhibition, % at 4 µM | 330,000 tested, 0.53% active; in the data active means inhibition above about 50%
APJ antag – antagonists of human apelin receptor APJ, primary screen, CHO-K1 cells, beta-arrestin complementation, luminescence; 330,000 tested, 0.32% active; inhibition, % at 20 µM; P35414;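 active means inhibition above about 40% at 20 µM, limit read from the data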;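 further: cells challenged with 10 nM apelin-13 agonist together with compound; plate controls were apelin-13 plus DMSO wells for no effect and DMSO wells lacking apelin-13 for full effect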
Target sequence (P35414 whole entry, looked up): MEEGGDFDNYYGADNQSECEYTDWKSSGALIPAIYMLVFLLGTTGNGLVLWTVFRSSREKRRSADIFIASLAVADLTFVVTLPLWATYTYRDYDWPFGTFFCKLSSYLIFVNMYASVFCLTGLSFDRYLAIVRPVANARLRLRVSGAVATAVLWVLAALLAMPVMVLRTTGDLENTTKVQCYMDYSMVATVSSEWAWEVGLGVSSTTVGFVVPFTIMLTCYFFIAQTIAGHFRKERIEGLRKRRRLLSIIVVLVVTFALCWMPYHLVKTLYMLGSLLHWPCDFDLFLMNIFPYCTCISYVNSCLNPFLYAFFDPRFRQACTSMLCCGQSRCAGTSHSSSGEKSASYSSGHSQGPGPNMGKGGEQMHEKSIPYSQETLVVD
CCR6 antag – CCR6 receptor antagonists, primary screen, cell-based, CHO-K1, luminescence, beta-arrestin, uHTS | C-C chemokine receptor type 6 (Homo sapiens), P51684 | CHO-K1 CCR6 PathHunter beta-arrestin, CCL20-stimulated | inhibition, % at 20 µM | 340,000 tested, 0.49% active;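 active means compounds whose inhibition of the agonist-driven luminescence signal at 20 µM reaches about 50%, limit read from the data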;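 further: cells stimulated with CCL20 at 14 nM final; plate controls were DMSO with CCL20 for no effect and DMSO without agonist for full effect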
Target sequence (P51684 whole entry, looked up): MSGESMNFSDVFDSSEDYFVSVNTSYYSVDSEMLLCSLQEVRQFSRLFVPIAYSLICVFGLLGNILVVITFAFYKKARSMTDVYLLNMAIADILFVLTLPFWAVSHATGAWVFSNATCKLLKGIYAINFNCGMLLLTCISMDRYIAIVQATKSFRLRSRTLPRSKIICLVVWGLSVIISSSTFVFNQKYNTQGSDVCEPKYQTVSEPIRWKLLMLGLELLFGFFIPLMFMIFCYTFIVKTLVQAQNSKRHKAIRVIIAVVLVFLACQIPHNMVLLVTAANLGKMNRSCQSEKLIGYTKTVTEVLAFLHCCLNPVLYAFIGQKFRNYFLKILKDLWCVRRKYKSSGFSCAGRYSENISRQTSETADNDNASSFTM
UBC13 polyUb – UBC13 polyubiquitin chain formation inhibitors, primary screen, biochemical, TR-FRET, uHTS; Ubiquitin-conjugating enzyme E2 N (Homo sapiens), P61088; inhibition, % at 20 µM; 330,000 tested, 0.47% active; in the data active means inhibition above about 45%, passing the limit was not always enough
CXCR6 block – CXCR6 receptor inhibitors, primary screen, cell-based, beta-arrestin, luminescence, CHO-K1 PathHunter, 1536-well; C-X-C chemokine receptor type 6 (Homo sapiens), O00574; inhibition, % at 20 µM; 360,000 tested, 0.36% active; AID 602244, 2012; in the data active means inhibition above about 34%, passing the limit was not always enough;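 further: antagonist mode with CXCL16 agonist at 10 nM final; 0% = 10 nM CXCL16 with DMSO and 100% = unstimulated wells without agonist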
697 NFkB inh – inhibitors of PMA/ionomycin-induced NF-kB reporter, 697 cells, primary screen, B-cell NF-kB inhibitor project, cell-based, luminescence, uHTS; 697 B-cell NF-kB luciferase reporter, 16 h; 330,000 tested, 0.33% active; inhibition, % at 4 µM; AID 435022, 2010; in the data active means inhibition above about 35%
EBI2 antag – EBI2 receptor antagonists, beta-arrestin recruitment, primary screen, cell-based, luminescence, 7a,25-OHC stimulation, uHTS; 360,000 tested, 0.81% active; G-protein coupled receptor 183 (Homo sapiens), P32249; AID 651636, 2012; 7a,25-OHC stimulated; inhibition, % at 5 µM; in the data active means inhibition above about 38%;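 further: enzyme fragment complementation signal reports receptor beta-arrestin coupling in cells; 0% = agonist plus DMSO wells and 100% = wells without agonist; some results beyond the cut were filed as inactive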
Target sequence (P32249 whole entry, looked up, the tested form may be a part): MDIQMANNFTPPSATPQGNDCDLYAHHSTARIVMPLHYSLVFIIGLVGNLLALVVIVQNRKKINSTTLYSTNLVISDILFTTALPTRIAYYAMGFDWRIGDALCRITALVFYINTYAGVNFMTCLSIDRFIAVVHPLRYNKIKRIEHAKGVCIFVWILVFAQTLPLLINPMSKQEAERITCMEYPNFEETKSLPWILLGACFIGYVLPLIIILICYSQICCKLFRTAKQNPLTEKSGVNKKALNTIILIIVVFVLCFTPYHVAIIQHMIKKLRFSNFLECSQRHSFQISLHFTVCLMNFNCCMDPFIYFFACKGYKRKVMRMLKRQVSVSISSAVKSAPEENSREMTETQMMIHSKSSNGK
Gli-Sufu block – Gli-Sufu pathway antagonists, primary screen, luciferase luminescence, Sufu-KO-LIGHT cells, uHTS; 340,000 tested, 0.74% active; inhibition, % at 5 µM; Sufu-KO-LIGHT fibroblasts, Gli luciferase reporter luminescence;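 active means inhibition above about 55%, limit read from the data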;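 further: 0% = DMSO-treated cells and 100% = wells with medium but no cells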
The depositor's hits bear a star; . = not tested or not shown.

SMILES | Jurkat NFkB inh | APJ antag | CCR6 antag | UBC13 polyUb | CXCR6 block | 697 NFkB inh | EBI2 antag | Gli-Sufu block
CCN(CC(=O)Nc1cc(Cl)ccc1C)C(=O)CN1C(=O)NC2(CCCC2)C1=O | 8 | -1 | 1 | 4 | -6 | 12 | -4 | -2
C[C@]12CC(O)C3C(CCC4=CC(=O)CC[C@@]43C)C1CCC2c1csc(-c2ccccc2)n1 (stereo partly specified) | 13 | -24 | -5 | -2 | -12 | -54 | 2 | 2
CC1(C)CC(NC(=O)COc2ccc3ccccc3c2)CC(C)(C)N1 | 0 | -7 | -12 | 14 | 0 | 14 | -3 | 2
Cc1ccc(C)c2sc(N)nc12 | 12 | 8 | 7 | 3 | -7 | 12 | -10 | -11
CC(=O)c1c(C)[nH]c(C(=O)COc2cc(C)ccc2C(C)C)c1C | 35 | -13 | 12 | 4 | -14 | -8 | -2 | -5
CC(C)CC1NC(=O)N(CC(=O)NC2CCCc3ccccc32)C1=O (stereo unspecified) | 4 | 0 | 3 | 4 | 3 | 14 | -11 | 0
CCc1nn2c(N3CCOCC3)cc(C)nc2c1-c1ccccc1 | 0 | 12 | -9 | 13 | -9 | 11 | -4 | -11
COc1ccccc1NC(=O)CSCc1nc2ccccc2[nH]1 | 13 | -22 | 10 | 6 | -1 | 3 | -5 | 21
CCOc1ccc(/C=C/C(=O)NCCc2ccc(OC)c(OC)c2)cc1 | 3 | 4 | 6 | -5 | 12 | 26 | 20 | 7
Cc1ccc(NC(=O)c2cc3c(=O)oc4ccccc4c3s2)nc1 | -9 | -13 | -2 | -6 | 4 | 22 | 4 | -17
CC(OC(=O)C(C)Oc1ccccc1)C(=O)Nc1ccc(S(=O)(=O)N2CCCCC2)cc1 (stereo unspecified) | 8 | 9 | 15 | 5 | 0 | 11 | -7 | -4
COc1ccc2nc(C)cc(Nc3ccccc3O)c2c1 | 17 | -3 | -6 | 3 | 0 | 23 | -7 | 10
Cc1cccc(NC(=O)CNC(=O)Cn2cc(C(F)(F)F)cc(Cl)c2=O)c1C | 11 | 17 | 10 | 5 | 1 | 18 | -6 | -10
CCN(c1ccccc1)S(=O)(=O)c1c[nH]c2ccc([N+](=O)[O-])cc12 | 6 | -2 | 25 | 5 | 6 | 16 | 20 | 7
CCCOc1ccc(C(CC(=O)O)NC(=O)c2ccc3c(c2)OCO3)cc1 (stereo unspecified) | 7 | 3 | -4 | 0 | -4 | 15 | 5 | -8
CC1(c2ccccc2)CCC(=O)NC1 (stereo unspecified) | . | . | -4 | . | 0 | . | -8 | 9
Cc1cccc(NC(=O)CSc2nnc(-c3ccccc3)n2N)c1 | -3 | 7 | 5 | 7 | 2 | 2 | -7 | -3
COc1ccc(COn2c(=O)c(C)[n+]([O-])c3ccccc32)cc1OC | -11 | -9 | 1 | 6 | -6 | 11 | 5 | -1
COc1ccc(C(=O)NCC(c2ccco2)N2CCc3ccccc3C2)cc1 (stereo unspecified) | 14 | 19 | 15 | -2 | -17 | 0 | 5 | 43
CC(=O)N1CCN(C(=O)c2ccc3oc(CCCc4ccccc4)nc3c2)CC1 | 15 | 1 | 4 | 1 | -1 | -3 | -15 | -8
CC(=O)Nc1ccc(S(=O)(=O)NCC2(N3CCOCC3)CCCCC2)cc1 | -13 | -8 | 8 | -8 | -11 | -19 | -2 | -7
COc1ccccc1NC(=O)c1ccc(Cl)c(S(=O)(=O)N2CCOCC2)c1 | 2 | 30 | -1 | 5 | 0 | 12 | -7 | -3
CCOc1ccc(Oc2ccc(C(F)(F)F)cc2NC(=O)C2=COCCO2)cc1 | -17 | -1 | 22 | -6 | 1 | -13 | -6 | -5
N#Cc1c(Nc2ccc(F)cc2)sc(C(=O)c2ccccc2)c1N | -9 | 14 | 31 | -2 | 13 | 6 | -1 | 9
CCCOc1ccc(-c2c(C(=O)N/N=C/c3ccc(C)cc3)nnn2-c2nonc2N)cc1 | 16 | 12 | 7 | -2 | 8 | -2 | 11 | -8
CC(=O)c1ccc(N2CCC(c3cc(-c4ccc(Cl)cc4Cl)n[nH]3)CC2)c([N+](=O)[O-])c1 | 22 | 16 | -5 | -18 | 0 | -2 | 33 | 12
Cc1ccc(-c2csc3ncnc(N4CCN(c5ccccc5O)CC4)c23)cc1 | -1 | -9 | 3 | 1 | -16 | -32 | 25 | 25
CC(=O)COc1ccc2oc(=O)cc(-c3cc4ccccc4o3)c2c1 | 12 | 3 | 12 | -3 | 0 | 3 | 24 | -4
O=c1c(Cc2ccc(Cl)cc2)c(O)ccn1Cc1ccccc1 | -2 | 15 | -1 | 5 | -5 | 7 | -4 | 5
CN(CCOc1ccccc1)C(=O)c1ccc(OC2CCN(C(=O)C3CC3)CC2)cc1 | 1 | 10 | 5 | -7 | -7 | -8 | 6 | 15
CC(Oc1ccc(Cl)cc1)c1ccn[nH]1 (stereo unspecified) | 7 | -13 | 1 | 7 | 0 | 9 | -13 | -5
Cc1ccc(OCC(=O)N(C)Cc2ccccc2)c([N+](=O)[O-])n1 | -2 | 2 | 8 | 2 | -8 | 21 | -3 | -7
Cc1ccccc1OCCCCn1cnc2ccccc21 | 22 | -3 | 14 | 6 | -9 | -49 | 2 | 42
CSCCC(NC(=O)c1ccco1)C(=O)NCC1CCCCC1 (stereo unspecified) | 4 | 8 | 13 | 4 | -1 | -5 | -2 | 3
Cc1oc(-c2ccc3c(c2)OCCO3)cc1C(=O)O | -16 | 0 | 2 | 0 | 3 | -100 | -21 | 34
COc1ccc(CCN2CC(C(=O)Nc3nnc(Cc4ccccc4)s3)CC2=O)cc1OC (stereo unspecified) | -10 | -58 | 15 | -15 | 4 | 5 | -8 | 9
Cn1c(=O)c2c(ncn2CC(=O)NCc2cccnc2)n(C)c1=O | 3 | 13 | -4 | 4 | 4 | 24 | 0 | 14
O=C(NC1CC1)C1CCCN(C(=O)NC2CCCCC2)C1 (stereo unspecified) | 0 | 7 | -14 | 8 | -9 | -11 | 1 | -3
O=C(COC(=O)CC1CCCC1)Nc1ccccc1[N+](=O)[O-] | 2 | -6 | 5 | 14 | -2 | 15 | -2 | -3
O=C(Nc1cccc(F)c1)C1CCCN(c2cnccn2)C1 (stereo unspecified) | 14 | 22 | -1 | 6 | -4 | -1 | 2 | 3

An excerpt from above in order of the APJ antag value, low to high.
mol | Jurkat NFkB inh | APJ antag | CCR6 antag | UBC13 polyUb | CXCR6 block | 697 NFkB inh | EBI2 antag
C[C@]12CC(O)C3C(CCC4=CC(=O)CC[C@@]43C)C1CCC2c1csc(-c2ccccc2)n1 (stereo partly specified) | 13 | -24 | -5 | -2 | -12 | -54 | 2
Cc1ccc(-c2csc3ncnc(N4CCN(c5ccccc5O)CC4)c23)cc1 | -1 | -9 | 3 | 1 | -16 | -32 | 25
CCOc1ccc(Oc2ccc(C(F)(F)F)cc2NC(=O)C2=COCCO2)cc1 | -17 | -1 | 22 | -6 | 1 | -13 | -6
CC(=O)N1CCN(C(=O)c2ccc3oc(CCCc4ccccc4)nc3c2)CC1 | 15 | 1 | 4 | 1 | -1 | -3 | -15
CCOc1ccc(/C=C/C(=O)NCCc2ccc(OC)c(OC)c2)cc1 | 3 | 4 | 6 | -5 | 12 | 26 | 20

(listing goes on)
SMILES | Jurkat NFkB inh | APJ antag | CCR6 antag | UBC13 polyUb | CXCR6 block | 697 NFkB inh | EBI2 antag | Gli-Sufu block
Cc1ccc2c(=O)cc(C(=O)NCc3ccccc3)oc2c1C | -4 | 10 | -3 | 4 | -20 | -7 | 8 | 9
O=C(O)C1C2C=CC(C2)C1C(=O)NCCC1=CCCCC1 (stereo unspecified) | 6 | -3 | 3 | 10 | -1 | 21 | 1 | 2
O=C(OCn1nnc2ccccc2c1=O)c1cccc(S(=O)(=O)N2CCOCC2)c1 | -5 | -34 | 0 | -6 | -6 | 7 | -3 | 4
Cc1nonc1CN(C)C(=O)CC1C(=O)NCCN1Cc1ccccc1C(F)(F)F (stereo unspecified) | 2 | 7 | 3 | 6 | -2 | 15 | -1 | -5
CC(=O)C1=C(C)NC(SCc2ccc(C#N)cc2)=C(C#N)C1c1ccco1 (stereo unspecified) | . | . | 3 | . | -11 | . | 11 | 8
CC(C)C(NC(=O)C1CCCCC1)C(=O)Nc1ccccn1 (stereo unspecified) | -7 | -3 | 18 | 6 | -4 | 8 | -6 | -4
Cn1cccc1CC(=O)N/N=C\c1ccccc1 | -9 | 8 | 5 | -2 | -9 | -4 | 44* | -4
Cn1cnnc1SCC(C)(C)NS(=O)(=O)c1ccc(Cl)cc1 | 7 | 3 | 10 | -3 | -11 | 11 | -7 | 12
Brc1nc(-c2ccccc2)nc(-c2ccccc2)c1Br | 17 | 4 | -4 | 5 | 2 | 12 | 22 | -1
CN(C)S(=O)(=O)c1ccc(Cl)c(C(=O)NC2=NCCS2)c1 | 0 | -2 | 8 | 8 | -1 | 16 | -6 | 1
C/C(=N\Nc1ccc(Cl)cc1)c1ccccn1 | -92 | 9 | 0 | -4 | -8 | -70 | 16 | -2
COc1ccccc1CNS(=O)(=O)c1cc(CN2C(=O)c3cccnc3C2=O)ccc1OC | 9 | 4 | 9 | 2 | -6 | 1 | 6 | 5
O=C(CCCCn1c(=O)[nH]c2ccccc2c1=O)NCCc1c[nH]c2ccccc12 | 3 | -43 | -8 | 7 | 8 | -1 | 12 | -3
Cc1ccc(NC(=O)CN2C(=O)NC3(CCCCCC3)C2=O)cc1Cl | -2 | 11 | 9 | 12 | -4 | 3 | 16 | 3
CCOC(=O)CNC(=O)CSc1nnc(NC(=O)c2ccccc2Cl)s1 | 2 | 14 | 3 | 0 | 4 | 7 | -2 | 9
COc1ccccc1N1C(=O)c2ccccc2NC1c1ccc(O)cc1 (stereo unspecified) | -17 | -22 | 3 | 15 | -5 | -11 | -2 | -2
Cc1cc(CSc2ccccc2)ccc1NC(=O)c1cccc([N+](=O)[O-])c1 | -11 | -4 | 28 | 2 | -5 | 21 | 9 | 5
CCC(Sc1n[nH]c(=O)[nH]c1=O)C(=O)OCc1ccccc1 (stereo unspecified) | -4 | 4 | -8 | 2 | 1 | -2 | -3 | 9
Cc1ccccc1C(=O)O/N=C(\N)c1ccncc1 | -55 | -23 | -3 | -7 | -18 | -33 | -12 | -42
CC(NS(=O)(=O)c1ccc(Br)cc1)C(=O)NCc1ccc2c(c1)OCO2 (stereo unspecified) | -5 | -7 | 18 | 4 | -3 | 21 | 1 | 2
C[C@H](NC(=O)c1ccccc1Cl)C(=O)Nc1ccccc1F | 2 | -3 | 8 | 4 | -2 | 10 | -3 | 16
CCOC(=O)/C=C1\SCC(=O)N1CC(=O)Nc1cccc(F)c1 | 16 | -2 | 3 | 6 | 4 | 18 | -4 | 2
CCS(=O)(=O)n1nc(-c2ccc(OC)cc2)nc1N | -21 | 10 | 6 | -2 | 0 | 7 | -3 | 2
COc1cc(C(=O)NCc2ccc(F)cc2)cc(Cl)c1OC | 8 | -9 | 5 | 5 | -3 | 13 | 0 | 0
CCC(C)c1ccccc1NC(=O)C(C)Sc1n[nH]c(N)n1 (stereo unspecified) | -8 | -6 | 3 | -11 | 0 | 10 | 3 | -3
CC(=O)/C(=N/Nc1ccccc1)Sc1nnc(C(O)c2ccccc2)n1-c1ccccc1 (stereo unspecified) | 10 | 10 | 0 | -6 | 6 | 14 | 14 | 6
Cn1nc(C(=O)NC2CCCCCC2)ccc1=O | -8 | -9 | -9 | 1 | -6 | 16 | 6 | 4
Cn1c(SCc2ccccc2F)nnc1-c1ccccn1 | -47 | -1 | 3 | 6 | -7 | -52 | -11 | -59
CCOC(=O)c1c(NC(=O)CN2C(=O)NC3(CCCCC3C)C2=O)sc(C)c1CC (stereo unspecified) | 2 | 16 | 17 | -10 | 7 | -23 | 7 | 18

Compound profiles, from the list above. Order of values: Jurkat NFkB inh	APJ antag	CCR6 antag	UBC13 polyUb	CXCR6 block	697 NFkB inh	EBI2 antag	Gli-Sufu block
`CC1(c2ccccc2)CCC(=O)NC1` (stereo unspecified) across the screens: .	.	-4	.	0	.	-8	9
`CCS(=O)(=O)n1nc(-c2ccc(OC)cc2)nc1N` across the screens: -21	10	6	-2	0	7	-3	2
